NTR1 ag: agonists of NTR1, primary screen, imaging, U2OS cells, beta-arrestin-GFP, high content (AID 493036). Neurotensin receptor type 1 (Homo sapiens), P30989. NTR1-U2OS beta-arrestin-GFP spot imaging, agonist mode. activation, % at 20 µM. 0.17% of 330,000 active;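 active = activation at or above 40% of the spot to cytoplasm intensity ratio, with at least 20 cells analyzed; inconclusive = wells under 20 cells, flagged as cytotoxic or low count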;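 also: 0% = DMSO without peptide and 100% = 100 nM NTR1 peptide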
Target sequence (P30989 whole entry, looked up): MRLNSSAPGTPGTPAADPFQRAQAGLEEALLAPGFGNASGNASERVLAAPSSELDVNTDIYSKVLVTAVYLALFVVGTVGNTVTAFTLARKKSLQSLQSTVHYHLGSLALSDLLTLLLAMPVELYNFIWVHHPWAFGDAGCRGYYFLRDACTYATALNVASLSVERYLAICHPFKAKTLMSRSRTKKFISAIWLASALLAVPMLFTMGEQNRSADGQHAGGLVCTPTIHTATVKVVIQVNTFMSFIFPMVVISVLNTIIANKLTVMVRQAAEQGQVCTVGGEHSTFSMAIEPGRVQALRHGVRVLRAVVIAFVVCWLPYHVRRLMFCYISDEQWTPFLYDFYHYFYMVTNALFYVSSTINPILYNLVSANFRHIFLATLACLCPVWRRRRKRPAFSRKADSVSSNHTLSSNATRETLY
T cell modulator: modulators of CD8 T cell-vesicle binding, primary screen, mouse 2C CD8+ T cells, flow cytometry. 2C CD8+ T cell-vesicle binding; hits give low values. AID 2052, 2009. 0.068% of 330,000 active. calls only at 7 µM;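 active = response, share of CD8 T cells binding vesicles, and their 90th percentile fluorescence all below set limits, cut at about 80% in these data, passing the limit was not always enough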
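Read-out – percent CD8+ FL2 mean versus row control · System – murine 2C transgenic CD8+ T lymphocytes · Times – 1.5 h cell–vesicle binding at 37 °C, then 20 min icy labelling · Control set – naked vesicles low, QL9 vesicles with vehicle high · Detection – cytometric PE anti-B7-1 and Alexa647 anti-CD8 signals after 1% paraformaldehyde fixation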
TNAP activators: human TNAP enzyme activators, primary screen, biochemical, luminescent, no phosphate acceptor, uHTS (AID 1001); 0.03% of 200,000 active; Alkaline phosphatase, tissue-nonspecific isozyme (Homo sapiens); purified TNAP, luminescent activation assay, no phosphate acceptor; higher activation fold means a stronger effect; activation fold at 20 µM; hits with a dose series show EC50 in µM; in the data active = activation fold from about 3, or a potency from the dose series; inactive = the rest, 99 in 100 with activation fold below about 1.6; also: many of its hits are not listed in these tables
Myeloid diff MLP: induction of myeloid progenitor differentiation, primary screen, cell-based, flow cytometry, MLPCN library | 1% of 360,000 active | calls only at 10 µM | ER-HoxA9 myeloid progenitors, lysozyme-GFP differentiation;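 active = normalized GFP-positive differentiation at or above the plate's own cutoff, the solvent-only control mean plus 3 SD; inconclusive = no clear call, values can overlap the other calls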;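 also: cells exposed to compound for four days before flow analysis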
SV40 large T antigen: SV40 large T antigen inhibitors, biochemical (AID 1903); 0.39% of 310,000 active; SV40 large T antigen ATPase/helicase inhibition assay; higher % means a stronger effect; inhibition, % at 20 µM; hits with a dose series show IC50 in µM; in the data active = a potency from the dose series; inconclusive = inhibition mostly from about 32% at the one dose, without a potency; inactive = the rest, 99 in 100 with inhibition below about 32%; also: strong numbers were not always called active
RSV antiviral HEp-2: RSV antiviral activity via CPE protection, HEp-2 cells, primary 10 µM value included (AID 2391). HEp-2 cells, RSV-induced CPE inhibition; higher % means a stronger effect. one-dose CPE inhibition, % at 10 µM; IC50 in µM for titrated hits. 0.13% of 310,000 active; in the data active = a potency from the dose series; inconclusive = CPE inhibition mostly from about 23% at the one dose, without a potency; inactive = the rest, 99 in 100 with CPE inhibition below about 21%; also: strong numbers were not always called active
MgcRacGAP inhibition: MgcRacGAP GTPase-activating activity inhibitors, confirmation, biochemical, ADP Hunter fluorescence; MgcRacGAP-stimulated Rac1 GTP hydrolysis, ADP Hunter fluorescence; higher % means a stronger effect; GST-tagged Rac1 F28L mutant substrate; inhibition, % at 30 µM, or IC50 in µM where a hit was titrated; 0.6% of 340,000 active; AID 624330, 2012;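 active = first-screen hits whose inhibition reached a set limit at any dose in the follow-up dose series; inconclusive = inhibition above the set first-screen limit but never retested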;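 also: fluorescence reports GDP produced by GAP-driven GTP hydrolysis; strong numbers were not always called active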
UTI89 phage lysis: inhibition of K1F phage lysis, E. coli UTI89, bacterial capsule biogenesis inhibitors, alamar blue (AID 488966). inhibition, % at 100 µM, or IC50 in µM where a hit was titrated. E. coli UTI89 K1F phage lysis, alamar blue, 2 h; higher % means a stronger effect. 0.02% of 340,000 active;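 active = phage lysis inhibition, versus mean bacterial control, above a set limit; inconclusive = no clear call, values can overlap the other calls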;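 also: capsule biogenesis inhibitors block K1F phage lysis so surviving cells raise fluorescence; higher fluorescence means more inhibition of phage lysis; actives were called in the ten point dose series up to 300 µM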
Salmonella PhoP GFP: inhibitors of PhoP regulon expression, primary screen, Salmonella Typhimurium, GFP reporter (AID 1863) | inhibition, % at 50 µM, or IC50 in µM where a hit was titrated | S. Typhimurium PhoP-regulated promoter GFP reporter, 4 h; higher % means a stronger effect | 0.16% of 300,000 active;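 active = inhibition over 29.93%, a cutoff 3 SD above the screen mean, later confirmed by dose response; inconclusive = inhibition over 29.93% but no dose response follow-up; inactive = inhibition at most 29.93% or unconfirmed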;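 also: 0% = low Mg2+ inducing control and 100% = high Mg2+ repressing control; strong numbers were not always called active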
T cell modulator vesicle-bound %: second read-out of T cell modulator, no call of its own (marks repeat the call); double positive events, %; measured here: CD8+ vesicle-bound cell fraction;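 binding gate set so that unloaded-vesicle control wells show 10% double positive cells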
NTR1 ag cell count 20 µM: also measured in NTR1 ag; calls as there; cell count; measured here: cell count, cytotoxicity flag
Myeloid diff MLP GFP+ MAC1+ %: recorded beside Myeloid diff MLP, whose call it bears; GFP+ MAC1+ double positive, %; measured here: differentiation confirmed by MAC1 staining
An asterisk follows results filed as active; i = inactive; ? = inconclusive; · = not tested or not shown; [ ] = remark or other dose.

SMILES	NTR1 ag	NTR1 ag cell count 20 µM	T cell modulator	T cell modulator vesicle-bound %	TNAP activators	Myeloid diff MLP	Myeloid diff MLP GFP+ MAC1+ %	SV40 large T antigen	RSV antiviral HEp-2	MgcRacGAP inhibition	UTI89 phage lysis	Salmonella PhoP GFP
O=C1CN(C(=O)c2cc3ccccc3oc2=O)C(c2ccccc2)c2cc(F)ccc2N1 (stereo not given)	0.3	87	i	49	1	i	1.2	22%	3.0%	5%	-0.7%	4%
COC(=O)C1=C(C)N(C)C(=O)NC1c1ccsc1 (stereo not given)	0.5	69	i	62	1	i	0.5	5%	1.2%	4%	2.1%	0%
Cc1csc(=O)n1CCC(=O)OCC(=O)Nc1cccc(C#N)c1	2.3	50	i	30	·	i	0.3	13%	-2.2%	6%	1.2%[50 µM]	-5%
COc1ccc(CNC(=O)c2cccc(N(C)C)c2)cc1	-1.9	52	i	63	1.2	i	0.2	6%	0.1%	3%	-1.9%	11%
O=C1CCCC2=C1C(c1ccccc1)NC(=S)N2 (stereo not given)	-0.7	34	i	69	1	i	0.1	17%	0.1%	6%	-0.3%	-1%
Cc1cccc(OCCCOc2cccc3cccnc23)c1C	8.8	62	i	33	1.1	i	0.8	0%	?	8%	0.5%	5%
NS(=O)(=O)c1ccc(NC(=O)COC(=O)COc2cccc(C(F)(F)F)c2)cc1	-0.4	69	i	47	·	i	0.4	8%	-0.1%	8%	0.1%	-8%
CCOc1ccc(N2C(=O)/C(=C/c3cc(OC)c(OC)c(OC)c3)N(CC(=O)OC)C2=S)cc1	12	66	i	53	1.1	i	0.6	2%	6.4%	12%	5.4%	-2%
C/C(=N\NS(=O)(=O)c1cccc([N+](=O)[O-])c1)c1cccnc1	-2.5	55	i	42	1	i	0.2	20%	2.5%	-1%	0.4%	3%
COc1ccc(CCCc2nc3ccccc3[nH]2)cc1	0.8	58	i	16	·	i	1.0	18%	6.3%	13%	0.2%	1%
CN1CCN(c2nc3c(c(=O)[nH]c(=O)n3C)n2Cc2cccc(Br)c2)CC1	0.4	44	i	16	·	i	0.7	3%	1.4%	1%	-1.5%	2%
COc1cc(-c2nnc(SC/C=C/c3ccccc3)n2N)cc(OC)c1OC	1.4	69	i	38	1.1	i	0.7	11%	0.5%	7%	0.1%	-2%
CCOC(=O)c1csc(COc2ccc(OC)cc2)n1	1.9	48	i	54	·	i	0.7	4%	1.4%	-6%	-0.9%	4%
CCCS(=O)(=O)N1CCCC(C(=O)NCCCN(CC)c2cccc(C)c2)C1 (stereo not given)	-0.4	54	i	47	1.1	i	0.4	9%	-1.4%	24%	-0.2%	-3%
COc1ccc2c(c1OC)C(=O)N1C2SC(C)(C)[C@H]1C(=O)NC1CCCC1 (stereo not given in full)	1.3	93	i	8	·	i	3.5	·	-0.3%	2%	3.3%	·
COc1ccccc1N1CCN(C(=O)C(=O)c2cn(CC(=O)N3CCCCCC3)c3ccccc23)CC1	0.5	51	i	19	·	?	·	17%	3.8%	4%	-0.7%[50 µM]	-1%
Cc1cc(NC(=O)C23CCC(C)(C(=O)O2)C3(C)C)no1 (stereo not given)	0.4	77	i	16	1.1	i	1.3	-3%	-0.3%	7%	0.0%	4%
CN1CCN(NC(=O)Nc2ccc(F)cc2)CC1	0.9	73	i	54	·	i	2.0	23%	2.0%	3%	-0.1%	3%
O=C1c2ccc3c4c(ccc(c24)C(=O)N1CCCCO)C(=O)N(CCCCO)C3=O	·	·	·	·	1.1	·	·	2%	·	5%	0.0%	-10%
O=C(COC(=O)c1c2c(nc3ccccc13)CCCC2)c1cccs1	24	52	i	11	1	i	0.9	4%	1.5%	1%	6.1%	3%
CC(C)(C)C1CCC(=NOC(=O)c2ccc(F)cc2)CC1 (stereo not given)	0.1	63	i	9	0.9	i	0.3	7%	-1.6%	5%	0.7%	0%
CCN1CC(CN(C)Cc2nc(-c3ccc(OC)c4ccccc34)oc2C)CC1=O (stereo not given)	0.0	43	i	53	1.2	i	1.1	·	-2.4%	1%	0.2%	·
CCn1c(C)nnc1SCC(=O)Nc1cccc(C(F)(F)F)c1	-0.5	63	i	15	·	i	0.6	-3%	-0.1%	4%	0.5%	1%
CC(NC(=O)CCSCc1ccccc1F)c1ccccc1 (stereo not given)	-0.3	83	i	55	·	i	0.7	17%	-0.4%	2%	0.0%	3%
COc1ccc(-c2nc(CSCC(=O)NC3CCN(Cc4ccccc4)CC3)c(C)o2)cc1OC	0.5	69	i	17	·	i	0.6	8%	1.5%	11%	0.2%	-4%
O=C(Nc1ccccc1F)c1ccc(CNS(=O)(=O)c2cccc(C(F)(F)F)c2)cc1	2.3	62	i	27	1.1	i	0.6	7%	2.0%	4%	0.5%	2%
CCCc1nn(C)c2c1C(c1ccncc1)C(C#N)=C(N)O2 (stereo not given)	1.2	65	i	39	1.1	i	1.6	11%	2.3%	5%	-0.3%	-9%
O=C(Nc1ccc(CN2CCCCC2)cc1)c1ccc(Br)o1	-0.4	48	i	56	1	i	0.7	7%	-0.4%	16%	1.1%	7%
CC(=O)c1nc(N2C(=O)CC(Cc3ccc(C)cc3)C2=O)sc1C (stereo not given)	2.0	33	i	8	1.1	i	1.0	5%	0.6%	10%	-1.0%	-11%
O=C(c1ccccc1)c1c[nH]c2cc3c(cc2c1=O)OCO3	-0.1	81	·	·	1.1	·	·	-4%	·	·	·	5%
COc1cccc(CN(C)C(=O)c2cccc(S(=O)(=O)N3CCN(c4ccc(F)cc4)CC3)c2)c1OC	2.4	55	i	33	·	·	·	10%	2.2%	6%	-1.0%	-5%
COc1ccc(-c2n[nH]c(C)c2-c2ccc(Cl)cc2)c(O)c1OC	7.9	84	i	22	1.3	i	0.5	1%	1.6%	5%	-0.6%	-5%
O=S1(=O)CCN(Cc2ccc(F)cc2)CC1	3.1	26	i	2	1	i	0.6	7%	0.7%	-4%	-0.4%	-9%
CN(CC(=O)O/N=C(\N)c1ccccn1)S(=O)(=O)c1cc(Cl)ccc1Cl	1.0	69	i	30	1	i	11	6%	-0.5%	7%	-0.6%	2%
CCOc1ccc(S(=O)(=O)N(C)c2ccc(OCC(=O)NCc3ccc(C(=O)OC)cc3)cc2)cc1	3.6	47	i	29	1.2	i	0.6	17%	8.4%	9%	0.2%	-8%
CC(C)(C)c1cc[n+](/C(C(=S)NC2CC2)=C(/[O-])c2ccc(Cl)s2)cc1	-1.8	99	i	25	1	i	1.0	7%	0.6%	0%	0.2%	-13%
COc1ccc(S(=O)(=O)N2CC(O)CC2C(=O)Nc2cccnc2)cc1 (stereo not given)	0.0	74	i	11	·	i	0.8	13%	0.7%	5%	0.9%	-11%
Cc1ccc(CNC(=O)c2cnc(-c3ccccn3)nc2C(F)(F)F)cc1	0.0	49	i	36	1	i	0.8	14%	1.0%	2%	1.2%	0%
CSc1cccc(NC(=O)CCCOc2ccc(Cl)cc2Cl)c1	-1.8	69	i	54	1.1	i	0.6	4%	-0.2%	5%	-1.3%	-7%
COc1cccc(NC(=O)CN(C)C(=O)c2cc(-c3ccc(C)o3)nc3ccccc23)c1	-0.5	52	i	38	·	i	0.8	·	-0.7%	0%	-0.5%	·
CCS(=O)(=O)N1CCC(C(=O)O)CC1	-0.2	26	i	41	1	i	0.3	23%	0.2%	-2%	0.1%	-3%
CCCCOC(=O)c1ccc(NC(=O)C2CCCO2)cc1 (stereo not given)	2.0	90	i	35	1	i	0.3	1%	1.7%	-6%	-0.4%	-12%
COc1ccc(OC)c(N(CC(=O)Nc2cccc(C(F)(F)F)c2)S(C)(=O)=O)c1	-1.5	39	i	62	1.1	i	0.2	4%	3.5%	8%	-0.5%	1%
CCC1(c2ccccc2)NC(=S)N(c2ccc(C)c(C)c2)N1 (stereo not given)	0.6	64	i	31	1	i	1.4	15%	-1.2%	23%	8.8%	2%
Cc1ccc(C2c3[nH]c4ccccc4c3C[C@H]3C(=O)N(c4ccccc4C(=O)NCCN4CCOCC4)C(=O)N23)cc1 (stereo not given in full)	-2.6	88	i	30	·	i	3.2	4%	2.5%	1%	1.5%	-2%
O=C(CN1C(=O)C2CC=CCC2C1=O)Nc1nc2ccc(F)cc2s1 (stereo not given)	-0.9	64	i	56	1.1	i	0.0	10%	1.5%	6%	0.5%	3%
CCc1ccc(CN(C)C(=O)c2cc(=O)c3ccccc3o2)cc1	-1.0	38	i	27	·	i	0.7	8%	4.7%	7%	0.2%	-4%
CC1(C)c2[nH]c3ccccc3c2C[C@H]2C(=O)N(Cc3ccccc3F)C(=O)N21	7.7	52	·	·	·	i	4.0	11%	-2.0%	0%	0.1%	·
N#Cc1ccc(NC(=O)c2cc(=O)c3ccccc3o2)cc1	1.0	60	i	49	1.1	i	0.8	5%	3.4%	-7%	-0.1%	-3%
CC(=O)OCCNC(=O)c1cccnc1	0.9	58	i	40	1.1	i	1.1	13%	-0.5%	0%	2.2%	8%

High-throughput results as filed in PubChem BioAssay.
